High-throughput results from PubChem BioAssay.
NPYLR7 ag = mosquito NPYLR7 agonism | HEK293T NPYLR7/Galpha15, GCaMP6s calcium fluorescence | activation, % at 10 µM | hit rate 0.15% among 270,000 | AID 1259423; in the data active = activation above about 40%;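 note: 0% = vehicle and 100% = reference agonist at the receptor; some compounds past the cut are filed as inactive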
hcGAS lum = inhibitors of human cGAS; recombinant h-cGAS, ATP depletion, Kinase-Glo luminescence; inhibition, % at 12.5 µM; hit rate 0.081% among 290,000; AID 1259398;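 note: 0% = vehicle reaction and 100% = reaction without DNA for no activity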
Target sequence (Q8N884 whole entry, looked up): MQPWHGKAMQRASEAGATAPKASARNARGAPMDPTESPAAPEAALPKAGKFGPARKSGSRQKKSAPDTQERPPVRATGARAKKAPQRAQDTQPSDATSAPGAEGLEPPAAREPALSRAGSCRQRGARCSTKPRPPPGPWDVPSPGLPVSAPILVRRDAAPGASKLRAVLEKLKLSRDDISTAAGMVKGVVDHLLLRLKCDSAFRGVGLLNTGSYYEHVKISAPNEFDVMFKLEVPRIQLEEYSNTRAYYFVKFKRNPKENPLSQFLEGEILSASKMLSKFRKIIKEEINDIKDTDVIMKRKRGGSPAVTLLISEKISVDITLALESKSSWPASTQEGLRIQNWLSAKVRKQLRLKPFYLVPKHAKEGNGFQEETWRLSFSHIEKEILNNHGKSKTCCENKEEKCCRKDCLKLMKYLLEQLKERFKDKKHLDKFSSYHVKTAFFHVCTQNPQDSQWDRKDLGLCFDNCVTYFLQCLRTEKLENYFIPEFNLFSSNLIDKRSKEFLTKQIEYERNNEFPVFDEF
mcGAS inh = blocks mouse cGAS activity; Q8C6L5; recombinant cGAS, Kinase-Glo ATP depletion luminescence; inhibition, % at 12.5 µM; hit rate 0.15% among 160,000;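 note: 0% = negative control wells and 100% = reference inhibitor with no enzyme activity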
Starred values were filed as active, the others as inactive; . = not tested or not shown; & = joins results of further samples; ! = not confirmed by another sample. Cut-off read from the data, not from the text of the source, unless noted: active = inhibition above about 40%; inactive = the rest. Not all compounds are listed (hit frequency here may not be typical).

A first look (4 entries):
Under each structure: NPYLR7 ag, hcGAS lum, mcGAS inh
- CNC(=O)c1cc(Oc2ccc(NC(=O)Nc3ccc(Cl)c(C(F)(F)F)c3)c(F)c2)ccn1
  -10, -1, -8
- CCCOc1ccc(C(=O)OCCN(CC)CC)cc1N
  -7&19&3, -2&-8&-1, -3
- O=C(O)Cc1cn(-c2ccccc2)nc1-c1ccc(Cl)cc1
  -11, -2, .
- CN[C@@H]1[C@H](O)[C@H](NC)[C@H]2O[C@@]3(O)C(=O)C[C@@H](C)O[C@H]3O[C@@H]2[C@H]1O
  -6&3&-1&0, -4&-4&-6&-6&-1, -5&-5

All compounds of this part, repeating the preview:
Under each structure: NPYLR7 ag, hcGAS lum, mcGAS inh
- CNC(=O)c1cc(Oc2ccc(NC(=O)Nc3ccc(Cl)c(C(F)(F)F)c3)c(F)c2)ccn1
  -10, -1, -8
- CCCOc1ccc(C(=O)OCCN(CC)CC)cc1N
  -7&19&3, -2&-8&-1, -3
- O=C(O)Cc1cn(-c2ccccc2)nc1-c1ccc(Cl)cc1
  -11, -2, .
- CN[C@@H]1[C@H](O)[C@H](NC)[C@H]2O[C@@]3(O)C(=O)C[C@@H](C)O[C@H]3O[C@@H]2[C@H]1O
  -6&3&-1&0, -4&-4&-6&-6&-1, -5&-5
- COc1cc(NC(=O)c2cc(F)cc(F)c2)cc(OC)c1OC
  6, -19, .
- COc1ccc(-c2oc3c(CC=C(C)C)c(O[C@@H]4O[C@H](CO)[C@@H](O)[C@H](O)[C@H]4O)cc(O)c3c(=O)c2O[C@@H]2O[C@@H](C)[C@H](O)[C@@H](O)[C@H]2O)cc1
  -9&5, -9&-7, .
- CC(C)(Cc1ccc2ccccc2c1)NC[C@@H](O)COc1cccc(Cl)c1C#N
  -5, -1, -4
- CCCCOCCOC(=O)c1cccnc1
  23, -2, .
- CN(C)C(=O)c1cc2cnc(Nc3ccc(N4CCNCC4)cn3)nc2n1C1CCCC1
  -1, -5, -10
- CC[C@@H]1OC(=O)C[C@@H](O)[C@H](C)[C@@H](O[C@@H]2O[C@H](C)[C@@H](O)[C@H](N(C)C)[C@H]2O)[C@@H](CCN2C[C@H](C)C[C@H](C)C2)C[C@@H](C)C(=O)/C=C/C(C)=C\[C@@H]1CO[C@@H]1O[C@H](C)[C@@H](O)[C@@H](OC)[C@H]1OC
  -9, -4, -3
- CCN(CC)CCOc1ccc(Cc2ccccc2)cc1
  6, -8, .
- CC(Cc1cccc(C(F)(F)F)c1)NCCOC(=O)c1ccccc1 (stereo not drawn)
  -15&-4&-1, -3&-9&-1, .
- CS(=O)(=O)c1ccc(-c2cn3ccccc3n2)cc1
  -21, -6, .
- Cc1cc(Cn2cnc3c2C[C@@H](C(=O)O)N(C(=O)C(c2ccccc2)c2ccccc2)C3)ccc1N(C)C
  -13&0, -6&-6, -9
- COc1ccc(C(=O)c2ccccc2)c(O)c1
  -7&-2, -4&-6, -4
- C=C[C@H]1CN2CC[C@H]1C[C@@H]2[C@H](O)c1ccnc2ccc(OC)cc12
  -6, -6&-3, .
- Cc1ccccc1OCC(O)CO (stereo not drawn)
  -9&16, -3&-3, -7
- COC(=O)N/N=C\c1c[n+]([O-])c2ccccc2[n+]1[O-]
  -1, 0, .
- CNCc1ccc(-c2[nH]c3cc(F)cc4c3c2CCNC4=O)cc1
  1, -8, -7
- CC1(C)CC(=O)c2c(C(F)(F)F)nn(-c3ccc(C(N)=O)c(NC4CCC(O)CC4)c3)c2C1 (stereo not drawn)
  3, -7, -12

Whole records as entered above. Order of screens: NPYLR7 ag	hcGAS lum	mcGAS inh
`CC(C)(Cc1ccc2ccccc2c1)NC[C@@H](O)COc1cccc(Cl)c1C#N` is listed as -5	-1	-4
`CCCCOCCOC(=O)c1cccnc1` is listed as 23	-2	.
`CNC(=O)c1cc(Oc2ccc(NC(=O)Nc3ccc(Cl)c(C(F)(F)F)c3)c(F)c2)ccn1` is listed as -10	-1	-8
`COC(=O)N/N=C\c1c[n+]([O-])c2ccccc2[n+]1[O-]` is listed as -1	0	.
`CS(=O)(=O)c1ccc(-c2cn3ccccc3n2)cc1` is listed as -21	-6	.

(further entries)
Under each structure: NPYLR7 ag, hcGAS lum, mcGAS inh
- CN(C)CC/C=C1/c2ccccc2COc2ccc(CC(=O)O)cc21
  -3, -1, .
- C=C[C@H]1CN2CCC1C[C@H]2[C@H](O)c1ccnc2ccc(OC)cc12 (stereo partly drawn)
  1, 6, -3
- Cn1cc(-c2ccc3nnc(Sc4ccc5ncccc5c4)n3n2)cn1
  -7, -9, -9
- Cc1c(C(=O)Nc2ccc(N3C[C@@H](C)O[C@@H](C)C3)nc2)cccc1-c1ccc(OC(F)(F)F)cc1
  -3, -5, -10
- COCC(=O)NC/C=C/c1ccc2ncnc(Nc3ccc(Oc4ccc(C)nc4)c(C)c3)c2c1
  -5, -1, -8
- c1cn2cc(-c3ccc4cn[nH]c4c3)nc(Nc3ccc(N4CCOCC4)cc3)c2n1
  3, -7, -12
- N=c1nc(N2CCCCC2)cc(N)n1O
  -4&-11&-10&-1&3, 3&-4&-3&-5&-5, -7&-4
- CCN(CC)CC1CCCCN1CC(=O)N1c2ccccc2C(=O)Nc2cccnc21 (stereo not drawn)
  -2, -3, .
- CCCOc1ccc2nc(NC(=O)OC)[nH]c2c1
  -9, -2, .
- Nc1ncnc2c1c(-c1cccc(OCc3ccccc3)c1)cn2C1CC(CN2CCC2)C1 (stereo not drawn)
  -7, -4, -9
- Cc1scc2c1N(C(=O)CN1CCN(C)CC1)c1ccccc1NC2=O
  -1&-1&2&-1, 0&0&-5&1, -4&-3
- C[C@@H]1O[C@@H](O[C@H]2[C@H](Oc3cc(O)c4c(=O)cc(-c5ccc(O)cc5)oc4c3)O[C@H](CO)[C@@H](O)[C@@H]2O)[C@H](O)[C@H](O)[C@H]1O
  1, 4, .
- O=C(CCN1CCN(CCO)CC1)N1c2ccccc2Sc2ccc(C(F)(F)F)cc21
  -14, -5, .
- COc1cc2nccc(Oc3ccc(NC(=O)NC4CC4)c(Cl)c3)c2cc1C(N)=O
  -9, 0, -7
- COC(=O)C=C(C)N
  3, -4, -3
- CCc1cccc(CC)c1NC(=O)CN(CC(=O)O)CC(=O)O
  -4, -4, .
- Cc1ncc(-c2ccnc(Nc3ccc(S(C)(=O)=O)cc3)n2)n1C(C)C
  3, -5, -6
- Nc1c2ccccc2nc2ccccc12
  2&-9, 72*, .
- Cc1nnc(-c2ccc3occ(-c4ccc(S(C)=O)cc4)c3c2)o1 (stereo not drawn)
  -21, 0, .
- O=C(O)c1cc(=O)c2ccccc2o1
  0&-10, -3&14, .
- COc1ccc(-c2cc(C(F)F)nn2-c2ccc(S(N)(=O)=O)cc2)cc1F
  -1, 0, .
- CNS(=O)(=O)CCc1ccc2[nH]cc(C3CCN(C)CC3)c2c1
  -6, 7, -1
- COc1cc2nccc(Oc3ccc(NC(=O)C4(C(=O)Nc5ccc(F)cc5)CC4)cc3)c2cc1OC
  -12, -10, -9
- CCN(CCCCOC(=O)c1ccc(OC)c(OC)c1)C(C)Cc1ccc(OC)cc1 (stereo not drawn)
  -12&2, -3&0&-2, -4
- C[C@H]1c2cccc(O)c2C(O)=C2C(=O)C3(O)C(=O)C(C(N)=O)C(=O)[C@@H](N(C)C)[C@@H]3[C@@H](O)[C@@H]21 (stereo partly drawn)
  -2, -5, -5
- CC(C)NNC(=O)c1ccncc1
  -4&-5&1&1, -1&-1&-6&0, -7&-2
- CCCCC(=O)O[C@]1(C(=O)CO)[C@@H](C)CC2C3CCC4=CC(=O)C=C[C@]4(C)[C@@]3(F)C(O)C[C@@]21C (stereo partly drawn)
  2, -3, .
- Cc1cc(=O)oc2cc(O)ccc12
  2, -5, -3
- C=Cc1ccccc1
  0, -1, .
- O=C(O)C1Cc2ccccc2CN1 (stereo not drawn)
  4, 7, .
- COc1cc(N)c(Cl)cc1C(=O)N[C@H]1CCN(CCCOc2ccc(F)cc2)C[C@H]1OC
  1, -5, .
- C[C@H](CCC(=O)O)[C@H]1CC[C@H]2[C@@H]3[C@H](O)C[C@@H]4C[C@H](O)CC[C@]4(C)[C@H]3CC[C@]12C
  -3, -4, -4
- CC(C)CCCC(C)NCCC(C)C (stereo not drawn)
  19, 1, .
- O=C(Nc1cccc(Cl)c1)Nc1ncc(CCNc2ncnc3ccsc23)s1
  1, -6, -7
- CCOC(=O)c1ccccc1NC(=O)Cn1cccc(-c2nc(-c3ccccc3)no2)c1=O
  ., -2, -7
- CCCCOc1cc(C(=O)OCCN(CC)CC)ccc1N
  -6&-2, -3&-1, -5
- O=C(O)c1ccc(-n2nc(-c3ccccc3O)nc2-c2ccccc2O)cc1
  -7, -5, -6
- O=C(O)c1ccc(Nc2ncc3c(n2)-c2ccc(Cl)cc2C(c2c(F)cccc2F)=NC3)cc1
  -8, -8, -9
- CC1(C)O[C@@H]2C[C@H]3[C@@H]4C[C@H](F)C5=CC(=O)C=C[C@]5(C)[C@@]4(F)[C@@H](O)C[C@]3(C)[C@]2(C(=O)CO)O1
  -3, -9, .
- COCCOc1ccc2c(c1)ncn2-c1ccc2cccc(N3CCC(N)CC3)c2n1
  -4, 5, -3

Later entries.
Molecule	NPYLR7 ag	hcGAS lum	mcGAS inh
Cn1ccc2cc3c(cc21)CCN3C(=O)Nc1cccnc1	5	-3	-5
CCOC(=O)[C@H](CCc1ccccc1)N[C@@H](C)C(=O)N1C(=O)N(C)C[C@H]1C(=O)O	-3	-8	-10
CC(C)(C)NCC(O)COc1cccc2c1CC(O)C(O)C2 (stereo not drawn)	-1	-7	-7
CN(C)CCCSc1ccccc1NC(=O)/C=C/c1ccccc1	-11	-7	.
CN(c1nccc(=O)[nH]1)C1CCN(c2nc3ccccc3n2Cc2ccc(F)cc2)CC1	-8	-9	-10
CCc1cc2c(cc1N1CCC(N3CCOCC3)CC1)C(C)(C)c1[nH]c3cc(C#N)ccc3c1C2=O	-6	-3	-6
Cc1nc(N2CCN(c3ccccn3)CC2)nc2c1C(=O)CC(c1ccccc1)C2 (stereo not drawn)	3	-8	.
COc1cc(N)c(Cl)cc1C(=O)N[C@@H]1CCN(CCCOc2ccc(F)cc2)C[C@@H]1OC	-11	-8	.
C[C@@H]1C[C@H]2[C@@H]3CCC4=CC(=O)C=C[C@]4(C)[C@@]3(Cl)[C@@H](O)C[C@]2(C)[C@@]1(OC(=O)c1ccco1)C(=O)CCl	-5	-4	.
O=C1[C@@H]2[C@H]3CC[C@H](C3)[C@@H]2C(=O)N1C[C@@H]1CCCC[C@H]1CN1CCN(c2nsc3ccccc23)CC1	-3	-8	-12
Nc1ncnc2c1c(-c1ccc(Oc3ccccc3)cc1)cn2C1CCCC1	-4	0	-1
C#C[C@]1(O)CCC2C3CCC4=CC(=O)CC[C@@H]4C3CCC21CC (stereo partly drawn)	-5	-2	.
CN(C)C/C=C(\c1ccc(Br)cc1)c1cccnc1	0	-2	-5
CCC1(O)CC2CN(CCc3c([nH]c4ccccc34)[C@@](C(=O)OC)(c3cc4c(cc3OC)N(C)C3[C@]45CCN4CC=C[C@@](CC)([C@@H](OC(C)=O)[C@]3(O)C(=O)OC)[C@H]45)C2)C1 (stereo partly drawn)	3	15	-4
OCCCNc1nc(Nc2ccccc2)c2cnn(-c3ccccc3)c2n1	0	-6	-8
COc1cc(CCc2cc(NC(=O)c3ccc(N4C[C@@H](C)N[C@@H](C)C4)cc3)n[nH]2)cc(OC)c1	-6	-2	-3
CCC(=O)Nc1cccc(Oc2nc(Nc3ccc(N4CCN(C)CC4)cc3OC)ncc2Cl)c1	-5	1	-2
Cc1cc(Nc2cc(N3CCN(C)CC3)nc(/C=C/c3ccccc3)n2)n[nH]1	-8	2	-2
CC(=O)N[C@@H](Cc1ccccc1)C(=O)O	3	-3	.
CC(=O)OCC(=O)[C@@]1(O)CC[C@H]2[C@@H]3CCC4=CC(=O)C=C[C@]4(C)[C@@]3(F)[C@@H](O)C[C@@]21C	-3	0	-1
CC12CCC3C(=CCc4cc(O)ccc43)C1CCC2=O (stereo not drawn)	6	-4	.
COC(=O)C1=C(C)NC(C)=C(C(=O)OCCN2CCN(C(c3ccccc3)c3ccccc3)CC2)C1c1cccc([N+](=O)[O-])c1 (stereo not drawn)	-24	-3	.
CC(C)(C)NCC(O)COc1cccc2c1C[C@H](O)[C@H](O)C2 (stereo partly drawn)	-12&10	3&-3	.
CC[C@]12CCCN3CCc4c(n(c5ccccc45)[C@](O)(C(=O)OC)C1)[C@@H]32	-6&-2	-5&0	.

Two records drawn at random from those above:
Molecule	NPYLR7 ag	hcGAS lum	mcGAS inh
CC(C)(C)NCC(O)COc1cccc2c1C[C@H](O)[C@H](O)C2 (stereo partly drawn)	-12&10	3&-3	.
OCCCNc1nc(Nc2ccccc2)c2cnn(-c3ccccc3)c2n1	0	-6	-8

Next section
Molecule	NPYLR7 ag	hcGAS lum	mcGAS inh
CNC(=O)c1cc(COc2nnc(Nc3ccc(Cl)cc3)c3ccoc23)ccn1	-6	-9	-9
CCn1cc(C(=O)O)c(=O)c2cc(F)c(N3CCNC(C)C3)c(F)c21 (stereo not drawn)	-5&-4&4&-3	-3&-1&-7&4	-4&-2
CCOc1nc2cccc(C(=O)O)c2n1Cc1ccc(-c2ccccc2-c2noc(=O)[nH]2)cc1	-3	-9	-9
CCN1CCN(c2ccc(Nc3cc(N(C)C(=O)Nc4c(Cl)c(OC)cc(OC)c4Cl)ncn3)cc2)CC1	-1	-9	-10
O=C1c2c(O)ccc(O)c2C(=O)c2c(NCCNCCO)ccc(NCCNCCO)c21	-5&-11&-3&3	42*!	76*
CCCCN(CCCC)CCCOC(=O)c1ccc(N)cc1	-8&1	0&-9	-6
